Screening results: PubChem BioAssay, National Center for Advancing Translational Sciences (NCATS)
Giardia killer = Small Molecules that selectively kill Giardia lamblia: qHTS; activity change, % at 7.66 µM, hits read low; Giardia lamblia trophozoite viability; actives 0.15% (n = 340,000); AID 540267, 2011; in the data active = activity change below about -80%; inconclusive = between about -30% and that limit;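 also: parasites exposed to compound for two days anaerobically before the ATP read; % is scaled to controls: 0 for no effect and ±100 for the full control effect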
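Giardia trophozoites, 100 cells per well, were exposed to compounds for 48 hrs at 37 deg C under anaerobic conditions; viability was then read as ATP content by bioluminescence after 15-30 min at room temperature.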
VP16 counter = VP16 counterscreen qHTS for inhibitors of ROR gamma transcriptional activity | Drosophila S2 Gal4-VP16 UAS-luciferase, luminescence, 20 h | Potency, µM (series often up to 53.6 µM), for the others: at the top dose activity, negative = inhibition, most hits filed as inhibitors | actives 3.5% (n = 310,000);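 also: Gal4-VP16 expression switched on by copper sulfate through the metallothionein promoter; potency is read from the fitted curve at half-maximal effect; % is scaled to controls: 0 for no effect and ±100 for the full control effect; nearly all actives have a fitted effect of over 50% in size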
FLuc modulator = qHTS profiling assay for firefly luciferase inhibitor/activator using purifed enzyme and Km concentrations of substrates (counterscreen for miR-21 project) | Luciferin 4-monooxygenase (Photinus pyralis), P08659 | purified FLuc, Km substrates, luminescence inhibition | Potency, µM (titrated, usually from 57.5 µM), inactives show at the top dose activity change, negative = inhibition, actives largely listed as inhibitors | actives 6.9% (n = 360,000);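 also: potency is read from the fitted curve at half-maximal effect; plate controls were vehicle for no effect and reference inhibitor for full effect; nearly all actives have a fitted effect of over 55% in size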
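Purified P. pyralis luciferase, 10 nM final, with Km-level 10 uM D-luciferin and 10 uM ATP in 50 mM Tris acetate pH 7.5, 10 mM Mg acetate, 0.01% Tween-20, 0.05% BSA; 6-point qHTS titration about 60 µM downward; luminescence read.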
NPC1 prom act = qHTS Assay for NPC1 Promoter Activators | Potency, µM (highest dose often 9.22 µM), without a hit: at the highest dose activation, actives largely listed as activators | Huh7 NPC1 promoter luciferase reporter, 24 h | actives 2.4% (n = 320,000);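 also: potency is read from the fitted curve at half-maximal effect; % of control where 0% means no effect; nearly all actives have a fitted effect of over 60% in size; reporter is driven by a mutant NPC1 promoter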
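Readout is luciferase luminescence, reflecting NPC1 promoter activation in stably transfected Huh7 cells after 24 h compound exposure at 37 °C in reduced-serum medium with 10% FBS.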
Menin-MLL TR inh = qHTS Assay for Inhibitors Targeting the Menin-MLL Interaction in MLL Related Leukemias: Competition With Texas Red Labeled MLL-derived Mutant Peptide | actives 0.23% (n = 270,000) | Menin + Texas Red MLL mutant peptide, fluorescence polarization | Potency, µM (highest dose often 61.6 µM), inactives show at the highest dose FP activity change, negative = inhibition, actives largely listed as inhibitors | AID 1768, 2009 | O00255; active = well fitted inhibition curve with a large enough effect in the polarisation, with a control signal flat, not every such curve was filed as active; inconclusive = small, poorly fitted or top-dose-only effect, or effect the other way, or a change in a side signal; inactive = no such curve, though single readings can be large or run the other way; the % refers to the polarisation; also: potency is read from the fitted curve at half-maximal effect; % of control where 0% means no effect; many of its hits are not listed in these tables
Rab9 promoter act = qHTS Assay for Rab9 Promoter Activators; Huh7 Rab9 promoter-luciferase reporter, luminescence, 24 h; Potency, µM (top dose mostly 9.22 µM), for inactives: at the top dose activation, negative = inhibition, usual class: activators; actives 2.8% (n = 320,000); also: potency is read from the fitted curve at half-maximal effect; % of control where 0% means no effect; nearly all actives have a fitted effect of over 60% in size
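Huh7 reporter line, Rab9 promoter upstream of luciferase. Compound exposure 24 h at 37 °C in reduced-serum medium with 10% FBS. Read-out: luminescence.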
PKM2 activator = qHTS Assay for Activators of Human Muscle isoform 2 Pyruvate Kinase. actives 0.34% (n = 260,000). Pyruvate kinase PKM (Homo sapiens), P14618. purified PKM2, Kinase-Glo ATP luminescence, activation; response scale: 0% is enzyme alone, no compound. Potency, µM (series often up to 57.5 µM), without a hit: at the top dose activation, usual class: activators; also: potency is read from the fitted curve at half-maximal effect; % is scaled to controls: 0 for no effect and ±100 for the full control effect; nearly all actives have a fitted effect of over 55% in size
Target sequence (P14618 whole entry, looked up, canonical isoform): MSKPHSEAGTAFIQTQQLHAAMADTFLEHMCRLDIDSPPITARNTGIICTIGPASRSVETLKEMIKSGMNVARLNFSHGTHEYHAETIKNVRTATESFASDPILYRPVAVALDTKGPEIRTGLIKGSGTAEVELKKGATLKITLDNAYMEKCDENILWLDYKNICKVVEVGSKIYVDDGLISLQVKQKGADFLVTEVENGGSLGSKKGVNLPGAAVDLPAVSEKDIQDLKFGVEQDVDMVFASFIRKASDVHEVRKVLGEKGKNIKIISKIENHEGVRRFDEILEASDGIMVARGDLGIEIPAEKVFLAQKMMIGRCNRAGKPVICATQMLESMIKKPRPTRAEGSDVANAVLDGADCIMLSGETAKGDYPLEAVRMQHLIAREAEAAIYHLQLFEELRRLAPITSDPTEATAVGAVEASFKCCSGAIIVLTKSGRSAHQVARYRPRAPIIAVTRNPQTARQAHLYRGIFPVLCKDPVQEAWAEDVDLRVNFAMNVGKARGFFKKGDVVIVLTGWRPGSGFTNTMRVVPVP
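Purified hPK-M2 (>95% pure) converted ADP (0.1 mM final) to ATP with 0.5 mM PEP in 50 mM imidazole pH7.2, KCl, MgCl2, Tween 20, BSA; 1 h at room temperature. ATP detected by Kinase-Glo luminescence.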
ELG1 genotox = qHTS screen for small molecules that induce genotoxicity in human embryonic kidney (HEK293T) cells expressing luciferase-tagged ELG1 | HEK293T ELG1-luciferase reporter, luminescence, 16 h | Potency, µM (top dose mostly 46 µM), for the others: at the highest dose activity change, positive = activation, most hits filed as activators | actives 1.3% (n = 330,000) | AID 504466, 2011; also: potency is read from the fitted curve at half-maximal effect; % of control where 0% means no effect; nearly all actives have a fitted effect of over 60% in size
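HEK293T cells expressing luciferase-tagged ELG1 were exposed to compound or DMSO vehicle for 16 hr at 37 °C and 5% CO2. Luciferase activity was then measured with ONE-Glo after 30 min at room temperature.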
RORgamma inh = qHTS for inhibitors of ROR gamma transcriptional activity; Drosophila S2 Gal4-RORgamma UAS-luciferase reporter, 20 h; Potency, µM (series often up to 53.6 µM), without a hit: top-dose activity change, negative = inhibition, most hits filed as inhibitors; Nuclear receptor ROR-gamma (Mus musculus), P51450; actives 5.4% (n = 310,000); AID 2551, 2010; also: potency is read from the fitted curve at half-maximal effect; % is scaled to controls: 0 for no effect and ±100 for the full control effect; nearly all actives have a fitted effect of over 60% in size
Target sequence (P51450 whole entry, looked up, the tested form may be a part): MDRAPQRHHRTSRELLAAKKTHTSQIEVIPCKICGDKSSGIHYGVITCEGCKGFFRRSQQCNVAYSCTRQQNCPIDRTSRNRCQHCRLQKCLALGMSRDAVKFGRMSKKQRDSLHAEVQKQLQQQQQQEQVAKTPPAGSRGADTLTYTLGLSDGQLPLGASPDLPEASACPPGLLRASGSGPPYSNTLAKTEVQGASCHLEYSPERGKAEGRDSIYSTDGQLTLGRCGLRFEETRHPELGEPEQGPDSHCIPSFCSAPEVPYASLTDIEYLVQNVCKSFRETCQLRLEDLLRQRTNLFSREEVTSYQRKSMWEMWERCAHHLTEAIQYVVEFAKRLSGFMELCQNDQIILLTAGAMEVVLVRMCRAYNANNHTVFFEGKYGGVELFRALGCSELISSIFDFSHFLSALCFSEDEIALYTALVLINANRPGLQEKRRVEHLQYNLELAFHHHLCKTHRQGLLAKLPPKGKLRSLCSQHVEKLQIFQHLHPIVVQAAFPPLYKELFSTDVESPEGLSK
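Schneider cells (Drosophila), stable Gal4 DBD–ROR gamma + UAS-luc; 1 hr cmpd preincubation; Cu2+ induction 700 uM final; 20 hr ambient; luminescence.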
BRCA1 expr up = qHTS Assay to Identify Small Molecule Activators of BRCA1 Expression | Potency, µM (doses to about 46.1 µM), for inactives: top-dose activation, most hits filed as activators | MCF7-BRCA1-FFLuc reporter, luminescence, 48 h; response scale: scaled: vehicle 0%, 10 µM genistein 100% | actives 1.1% (n = 380,000); also: potency is read from the fitted curve at half-maximal effect; nearly all actives have a fitted effect of over 80% in size; some results filed as inactive show a strong effect at the top dose
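Luminescence from a BRCA1-driven firefly luciferase in MCF7 cells was the read-out, taken 15 min after substrate addition following 48 h compound exposure at 37 °C. Data were normalized to a 10 microM genistein control and DMSO vehicle.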
p53 reactivator = qHTS assay for re-activators of p53 using a Luc reporter; actives 0.063% (n = 320,000); AID 504706, 2011; H1299 p53-A138V BP100-luciferase reporter, luminescence, 24 h; Potency, µM (series often up to 92.2 µM), for inactives: at the highest dose activity change, positive = activation, usual class: activators; also: potency is read from the fitted curve at half-maximal effect; % of control where 0% means no effect; nearly all actives have a fitted effect of over 45% in size
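H1299 (p53-null), stable ts p53-A138V + BP100-Luc; 1000 cells/well, Opti-MEM/10% FBS; cpd 4 pt, 1:5; 24 h, 37 deg C, 5% CO2; detection reagent 10 min RT; luminescence.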
Starred values were filed as active, the others as inactive; ? = inconclusive; / = no result given; & = joins results of further samples; [ ] = another dose, or the depositor's remark. Unless noted, calls follow the shape of the dose curve; as a rule, active = well fitted curve in the direction sought with a large enough effect; inconclusive = small, poorly fitted or top-dose-only effect, or another doubt; inactive = no such curve, though single readings can be large; an effect the other way counts as inactive or inconclusive.

molecule	Giardia killer	VP16 counter	FLuc modulator	NPC1 prom act	Menin-MLL TR inh	Rab9 promoter act	PKM2 activator	ELG1 genotox	RORgamma inh	BRCA1 expr up	p53 reactivator
O=C1CCc2cc(S(=O)(=O)N3CCCC3C(=O)NC3CCCCCCC3)ccc2N1 (centres undefined)	-1.7	7.6%	4.1%	0.6%	10.4%	3.3%	0.3%	-0.1%	-19.5%	-2.9%	2.8%
O=C(Nc1nnc(SCC(=O)N2CCCCC2)s1)c1ccccc1F	-2.7	-21.2%	23.9µM*	12.1%	1.2%	16.7%	/	10.3%	36.4%	23.3%	7.3%
Cc1cccc(NC(=O)CN2C(=O)CCSc3ccc(S(=O)(=O)N4CCOCC4)cc32)c1C	-27.8	3.0%	2.2%	-5.1%	-17.6%	3.3%	/	0.5%[9.26 µM]	-4.1%	-21.8%	-0.7%
COc1cccc(C(=O)N2CCN=C2SCc2cccnc2)c1OC	17.9	-9.3%	0.0%	-1.0%	-9.1%	-0.7%	4.9%	-6.5%	-35.6%	-15.2%	2.0%
O=C(CNC(=O)c1ccco1)N/N=C/c1cc(Br)ccc1O	20.8	11.2µM*	0.1%	-28.8%	-15.8%	-7.0%	1.4%	11.1%	8.91µM*	-80.7%	15.8%
Cc1ccc(-c2nnn(CC(=O)NC3CC4CCC3C4)n2)cc1 (centres undefined)	-5.0	/	3.5%	-2.4%	22.6%	2.8%	1.0%	15.4%	20.8%[0.365 µM]	10.2%	0.2%
O=C(COC(=O)c1ccccc1NC(=O)C1CC1)c1ccc2c(c1)OCCO2	/	2.0%	1.69µM*	22.1%	19.2%	?	-3.9%	-1.2%	?	/	?
CC(=O)N1N=C(c2cccs2)CC1c1ccc(C)o1 (centres undefined)	-15.6	-3.0%[10 µM]	4.5%	-3.6%	-17.1%	-3.5%	4.7%	-1.9%	13.7%	-7.9%	0.0%
CC[C@H](C)Cc1cn([C@@H](CCCCN)C(=O)NCCCCCCCCCCC(=O)N2CCNCC2)nn1	7.4	/	-0.5%	0.8%	/	-1.4%	/	5.9%	/	0.0%	10.6%
Cc1cc(/C=C2\SC(=S)NC2=O)c(C)n1-c1ccccc1	-15.8	?	0.536µM*	1µM*	/	0.631µM*	-12.6%	?	10µM*	?	?
Cn1nnc(NC(=S)NC(=O)/C=C/c2ccco2)n1	-8.5	-7.5%	2.9%	7.7%	/	1.2%	9.6%	-4.7%	1.9%	-6.8%	2.2%
CC(C)Cn1cc(C(=O)NCCCN2CCCC2=O)c2c3ccccc3n(C)c2c1=O	2.8	-4.0%	4.2%	0.9%	3.4%	-4.6%	0.6%	-1.6%	-25.4%	-19.3%	4.8%
Cn1c(SC2CCCCC2=O)nnc1-c1ccncc1 (centres undefined)	-5.6	8.6%	5.0%	-5.5%	8.4%	0.3%	-1.0%	-1.4%	-1.5%	4.6%	2.6%
COCCNC(=S)N1CCN(c2ccc(Cl)cc2)CC1	2.4	3.1%	-1.1%	-3.0%	-11.8%	-1.4%	8.0%	-5.3%	26.3%	0.6%	-4.3%
Cc1ccc(SC(C)c2nc(-c3cccnc3)no2)cc1 (centres undefined)	3.3	?	-1.0%	3.7%	0.8%	-2.1%	5.1%	0.4%	12.0%	-0.3%	21.5%
CCCCn1c(=N)n(CC(O)COc2ccc(C)cc2)c2ccccc21 (centres undefined)	-2.9	-5.6%	0.3%	-0.6%	-11.2%	-7.5%	-5.5%	-13.9%	19.8%	-0.7%[1.84 µM]	6.4%
C=CCOc1ccc(CNCC2CCCO2)cc1 (centres undefined)	6.1	/	4.3%	-2.1%	0.9%	-0.8%	-1.4%	1.0%	/	4.4%	/
CC(/C=N/NC(=O)Cn1cnc2c1c(=O)n(C)c(=O)n2C)=C\c1ccccc1	-0.4	-2.6%	-0.6%	-2.9%	1.9%	0.6%	1.6%	-2.2%	34.8%	-4.1%	-7.3%
COc1ccc(C2=NOC(C(=O)Nc3ccc4c(c3)OCO4)C2)cc1OC (centres undefined)	-20.1	6.0%	?	4.4%	-12.6%	-11.3%	8.9%	9.7%	43.0%	16.7%	-1.0%
Cc1ccc(CSc2nnc(-c3ccncc3)n2N)cc1	-10.2	-14.7%	-2.2%	2.7%	/	-1.3%	-15.3%	1.7%	1.1%	20.3%	-1.3%
Cc1ccc(C(=O)Oc2ccccc2N2C(=O)C3C4CCC(C4)C3C2=O)cc1 (centres undefined)	4.2	-8.3%	1.0%	1.4%	-4.8%	-5.9%	6.8%	0.1%	-18.6%	-12.1%	-5.2%
Cn1c(=O)c2c(nc(N3CCCCCC3)n2CC(=O)c2ccccc2)n(C)c1=O	-21.8	2.7%	12.3%	-2.5%	3.4%	4.6%	0.1%	-5.6%	20.9%	0.5%	1.6%
CCN(CC)CCOC(=O)c1ccc(NC(=O)c2cccc(C)c2[N+](=O)[O-])cc1	12.4	7.3%	-7.1%	-0.4%	2.1%	13.2%	4.6%	9.1%	35.7%	8.3%	0.5%
Cc1ccc(C(=O)NCC(=O)OC(C)C(=O)NC2CCCc3ccccc32)cc1 (centres undefined)	19.6	/	3.0%	-1.5%	/	3.1%	/	-1.6%	/	15.0%	-5.7%
CCOC(=O)c1cc(-c2ccco2)nc2c1c(C)nn2-c1ccccc1	-7.8	?	-7.5%	1.6%	?	5.9%	-0.8%	-6.5%	-4.0%	-15.5%	7.0%
CCc1ccc(CN(C)Cc2nc(Cc3ccc(OC)c(OC)c3)no2)nc1	-2.3	-5.2%	-0.7%	3.1%	-12.3%	11.5%	-6.4%	-3.2%	10µM*	-10.7%	-3.3%
OCC1(Cc2ccccc2C(F)(F)F)CCN(Cc2ccncc2)CC1	-6.7	3.0%	4.8%	-2.6%	/	-0.4%	3.1%	-4.9%	-23.2%	-11.1%	-0.8%
CCOC(=O)c1sc(=N)n(-c2ccc(OC)cc2)c1C	-5.4	20.9%	19µM*	29.7%	27.9%	26.0%	0.1%	?	14.8%	?	-2.3%
CSc1nc(-c2ccc(Cl)cc2)nn1C(=O)c1ccccc1	-12.7	4.9%	10.7µM*	24.7%	-6.2%	?	2.1%	17.1%	?	?	?
Cc1ccc(N(CC(O)CN(C)C)S(=O)(=O)c2ccccc2)cc1 (centres undefined)	6.8	-9.0%	5.6%	2.6%	1.1%	-6.0%	-1.0%	3.8%	-9.3%	-4.3%	-3.4%
O=C(CN(C(=O)Cn1nnc(-c2cccs2)n1)c1ccc2c(c1)OCCO2)NCc1ccccc1	19.0	-0.2%[0.365 µM]	-2.2%	3.9%	10.0%	1.1%	1.9%	-18.1%	26.0%	-24.9%	-8.0%
Cc1nn(-c2nc3ccccc3n2Cc2ccccc2)c2c1C(=O)CC(C)(C)C2	-3.4	-0.1%	1.5%	/	-18.6%	/	0.1%	/	-9.0%	-35.7%	/
CC1CN(C(=O)COC(=O)c2cc([N+](=O)[O-])ccc2Cl)CC(C)O1 (centres undefined)	4.2	14.4%	-0.5%	-0.6%	-2.1%	0.0%	0.0%	-2.3%	6.0%	-27.0%	7.9%
Cc1ccc(NC(=O)C2CCCN(S(=O)(=O)c3ccc4[nH]c(=O)ccc4c3)C2)cc1C (centres undefined)	41.5[activator]	-7.1%	-3.9%&4.5%	-0.8%	-9.0%	8.5%	-1.6%	16.2%	30.8%	1.6%	/
C/C(=N\Nc1nc2ccccc2[nH]1)c1ccc2c(c1)OCCO2	6.7	?	6.01µM*	-38.3%[inhibitor]	?	-5.2%	-2.7%	-4.3%	7.08µM*	-7.8%	8.4%
COc1ccc(C(=O)NCC2(c3ccccc3)CCCC2)c(OC)c1	-15.8	-6.6%	-0.9%	-4.4%	?	-4.4%	/	-7.7%	11.6%	-22.5%	-4.7%

This is a subset; count on the stated rates, not on these rows.
